# CFTR F508del cor – correctors of CFTR F508del function in bronchial epithelial cells | CFBE cells, YFP halide quenching; stimulated with forskolin plus potentiator P3; % fluorescence drop versus neutral controls | activity (quench increase), % at 7.58 µM | actives 0.36% (n = 350,000);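 active means mean added fluorescence quench of at least 8% versus neutral control, with both replicates also reaching 8%; inconclusive means only one of the mean or replicate conditions met; inactive means mean below 8% and not both replicates reaching 8%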;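 further: cells transiently co-express mutant CFTR-F508del with the halide-sensitive YFP; corrector assay measuring rescue of mutant channel to the surface after 24 h compound exposure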
# ERp5 inh – blocks human ERp5 reductase activity on insulin. actives 0.05% (n = 350,000). Q15084. ERp5 insulin aggregation, absorbance 650 nm, 90 min. inhibition, % at 9.99 µM. AID 651711;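 active means mean replicate inhibition above about 25%, with every replicate also reaching it, limit read from the data, passing the limit was not always enough; inconclusive means only one of those two criteria met; inactive means neither criterion met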
# Target sequence (Q15084 whole entry, looked up): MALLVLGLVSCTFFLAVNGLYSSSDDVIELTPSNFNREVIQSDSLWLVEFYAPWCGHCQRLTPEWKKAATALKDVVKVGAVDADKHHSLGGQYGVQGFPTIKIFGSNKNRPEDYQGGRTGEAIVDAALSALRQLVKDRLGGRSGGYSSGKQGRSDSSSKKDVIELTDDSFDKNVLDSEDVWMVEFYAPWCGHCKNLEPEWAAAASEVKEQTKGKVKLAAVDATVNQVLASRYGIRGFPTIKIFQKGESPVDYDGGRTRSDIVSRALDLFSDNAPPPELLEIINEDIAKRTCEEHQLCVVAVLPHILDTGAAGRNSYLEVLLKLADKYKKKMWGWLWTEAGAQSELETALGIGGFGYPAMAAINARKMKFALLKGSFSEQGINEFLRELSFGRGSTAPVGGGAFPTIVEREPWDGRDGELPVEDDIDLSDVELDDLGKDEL
# ERAP1 HTS inh – blocks human ERAP1 aminopeptidase activity. actives 0.15% (n = 340,000). AID 652197. Q9NZ08. inhibition, % at 10.7 µM. recombinant ERAP1, Leu-AMC fluorescence, 60 min;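 active means mean replicate inhibition of at least 30%, or all replicates individually reaching that 30% level; inactive means mean below 30% and not every replicate reaching it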;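 further: 0% = neutral control wells and 100% = L-leucinethiol positive control wells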
# DENV2 CPE – protects cells from dengue virus 2 cytopathic effect | actives 1.7% (n = 350,000) | CPE inhibition, % at 9.99 µM | DENV2-infected cells, cytopathic effect rescue, plate reader; in the data active means CPE inhibition above about 20%, passing the limit was not always enough; inconclusive means no clear call, values can overlap the other calls; tested in BHK-21 cells;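 further: 0% = median of neutral control wells and 100% = median of positive control wells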
# miR122 inh – inhibitors of miR-122 in Huh7 cells. AID 602342. actives 0.3% (n = 340,000). Huh7 miR-122 Renilla luciferase sensor, 48 h; neutral wells = 0, positive control = 100. activation (reporter increase), % at 12.5 µM;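 active means mean replicate activation score at least 90 and every replicate individually at or above 90; inconclusive means only one of the two criteria met; inactive means neither criterion met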;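 further: higher luciferase means less miR-122 activity so hits act as miR-122 inhibitors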
# SIRT5 block – inhibitors of human sirtuin-5 desuccinylase; Q9NXA8; Purified SirT5, succinyl-peptide AMC, trypsin-coupled fluorescence; inhibition, % at 15 µM; actives 1.1% (n = 330,000); AID 652115; in the data active means inhibition above about 15%; inconclusive means no clear call, values can overlap the other calls
# Target sequence (Q9NXA8 whole entry, looked up): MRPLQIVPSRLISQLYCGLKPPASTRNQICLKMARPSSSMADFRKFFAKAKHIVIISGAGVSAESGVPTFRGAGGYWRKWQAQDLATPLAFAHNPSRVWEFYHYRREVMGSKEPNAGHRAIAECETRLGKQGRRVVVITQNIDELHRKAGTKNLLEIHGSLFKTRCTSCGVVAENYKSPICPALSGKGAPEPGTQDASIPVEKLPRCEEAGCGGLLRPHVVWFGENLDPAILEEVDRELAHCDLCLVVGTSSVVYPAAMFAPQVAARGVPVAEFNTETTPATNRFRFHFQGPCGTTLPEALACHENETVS
# CASP6 VEID inh – blocks human caspase-6 cleavage activity | P55212 | purified caspase-6, Z-VEID-R110 cleavage fluorescence | inhibition, % at 12.5 µM | actives 0.53% (n = 350,000) | AID 686996;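 active means mean inhibition across replicates at least about 35%, with every replicate also reaching that limit, limit read from the data; inconclusive means only one of the two criteria met; inactive means neither criterion met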;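 further: 0% = median of neutral control wells and 100% = no fluorescence left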
# Target sequence (P55212 24-179 limits assumed): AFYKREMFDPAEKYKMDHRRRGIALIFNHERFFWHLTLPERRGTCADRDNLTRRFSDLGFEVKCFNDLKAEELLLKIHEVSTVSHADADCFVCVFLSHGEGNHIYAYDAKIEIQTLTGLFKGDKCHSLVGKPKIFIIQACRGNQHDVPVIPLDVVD
# Target sequence (P55212 194-293 limits assumed): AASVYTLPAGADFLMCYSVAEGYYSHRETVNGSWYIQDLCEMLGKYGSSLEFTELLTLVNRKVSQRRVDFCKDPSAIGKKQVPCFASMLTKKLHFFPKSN
# Numbers without * were called inactive; ? = inconclusive; . = not tested or not shown; & = joins results of further samples; [ ] = remark or other dose. An unsorted share of the library (roughly 4% active in at least one column).
SMILES,CFTR F508del cor,ERp5 inh,ERAP1 HTS inh,DENV2 CPE,miR122 inh,SIRT5 block,CASP6 VEID inh
COc1ccccc1C(=O)N1C[C@@H]2[C@H](c3ccccc31)[C@H](CO)N2Cc1ccc(F)cc1,0.4,0,.,4,-11[16.7 µM],.,.
O=C(Nc1cccc(F)c1)C1CCCCC1,3.1,-5,.,-1,.,.,2
O=C(COc1ccc(F)cc1Br)NCc1nnc2ccccn12,2.3,1,0,0,-6,7,-1
CC/C(=N\NC(=O)COc1ccc(Br)cc1)c1ccc(OC)c(OC)c1,3.2,-3,-1,.,7,-2,2
Cc1ccc(SCC(=O)Nc2ccc(N3CCOCC3)cc2)cc1,1.2,1,0,4,.,8,0
COc1ccc(S(=O)(=O)N2CN(CCc3ccc(OC)c(OC)c3)c3nc4ccccc4nc32)cc1,.,0,0,-6,.,1,-2
COc1ccc(NC(=O)CNC(=O)Cn2cnc3sc(C)c(C)c3c2=O)cc1OC,3.0,2,-2,6,-2,-12,3
COc1ccc(C2=NOC(C(=O)Nc3cc(C)nn3-c3ccccc3)C2)cc1OC (stereo not given),0.5,-7,8,1,.,-11,1
C[C@@H]1CN([C@@H](C)CO)C(=O)c2cc(NC(=O)C3CCCCC3)ccc2O[C@@H](C)CCCCO[C@H]1CN(C)C(=O)NC1CCCCC1,0.4,-11,2,-5,-9[16.7 µM],5,1
CC(=O)Nc1ccc(-c2csc(NC(=O)CCCc3cccs3)n2)cc1,1.9,2,0,10,-2,0,3
CC(C)C(=O)Nc1ccc2c(c1)C(=O)N(C)[C@H]1CC[C@@H](CC(=O)NCC3CC3)O[C@@H]1CO2,-1.3,-1,0,?,?,0,0
CN1CCN(S(=O)(=O)c2ccc(N3CCN(C(c4ccccc4)c4ccccc4)CC3)nc2)CC1,-0.1,5,-2,-3,-2,-2,0
C[C@@H]1CN([C@@H](C)CO)C(=O)c2cc(NS(=O)(=O)c3ccccc3)ccc2O[C@@H](C)CCCCO[C@@H]1CN(C)C,-2.2,1,0,7,2[16.7 µM],-2,-1
COc1cccc(OCC(O)CN2CCN(c3ccccn3)CC2)c1 (stereo not given),-1.6,-7,0,.,5,-3,-7
CCOC(=O)C1=CCN(S(=O)(=O)c2ccc(Br)cc2)C1c1cccc(Cl)c1 (stereo not given),2.0,4,-2,-10,.,-5,-1
COc1ccc(NC(=O)Nc2cccc3c2O[C@@H](CN(C)Cc2ccccc2)[C@H](C)CN([C@H](C)CO)C3=O)cc1,-0.8,2,0,10,-6[16.7 µM],7,.
C/C=C/c1ccc([C@H]2[C@@H](CO)N3C(=O)CN(C(=O)c4ccc(F)cc4)C[C@@H]23)cc1,1.1,4,1,8,.,-4,0
COc1ccc(C(=O)Nc2cccc(S(=O)(=O)NC3=NCCC3)c2)cc1OC,1.1,9,-11,-4,.,0,1
O=C(NCc1ccccc1)[C@@H]1CCCN1C(=O)[C@H]1CCCN1C(=O)c1ccc(Cl)c(Cl)c1,-4.2,-4,5,-4,.,.,2
CO[C@H]1CC[C@H]2CCN(C)C(=O)C[C@@H](c3ccccc3)CN(C)C(=O)c3cccc(C#N)c3OC[C@@H]1O2,.,4,-3,11,.,-3,2
CNC(=O)c1ccsc1NC(=O)CCS(=O)(=O)c1ccccc1,1.3,7,2,-4,.,1,-3
CC(C)CN(C(=O)COc1ccc(-c2nnco2)cc1)C1CCS(=O)(=O)C1 (stereo not given),1.7,-31,-2,-4,5,0,1
CC1=C(C(=O)N2CCOCC2)CC(CC(=O)NCc2ccco2)C(=O)N1Cc1ccccc1 (stereo not given),4.2,-2,.,-5,-1,-2,1
C[C@H]1CN([C@@H](C)CO)C(=O)Cc2cc(NC(=O)NC3CCCCC3)ccc2O[C@H]1CN(C)C(=O)NC1CCCCC1,0.5,-2,2,-11,-1[16.7 µM],-8,.
CCC(=O)N1CCCCN2[C@H](CO)[C@H](c3ccc(-c4cccnc4)cc3)[C@@H]2C1,-0.9,-3,2,-8,14[16.7 µM],1,0
COc1ccc(-n2nc(C#N)c(Cl)cc2=O)cc1,-11,-3,-2,1,-17,-5,3
COc1cccc(NC(=O)N(C)C[C@@H]2OCc3ccccc3-c3ccccc3C(=O)N([C@H](C)CO)C[C@H]2C)c1,0.1,0,1,0,.,.,1
C[C@@H]1CN([C@H](C)CO)C(=O)c2cccc(NC(=O)c3ccc(-c4nccs4)cc3)c2O[C@@H]1CN(C)Cc1ccc2c(c1)OCO2,-4.6,-12,0,0,19[16.7 µM],7,3
O=C(Nc1ccccc1)N1C[C@H]2[C@@H](c3ccccc31)[C@@H](CO)N2Cc1cocn1,1.4,1,3,-3,37[16.7 µM],3,0
CC(=O)Nc1ccc(NS(=O)(=O)c2ccc3c(c2)NC(=O)CC(=O)N3)cc1,0.6,0,2,3,-7,-4,0
Cc1cc(C)n2nc(C(=O)OC(C)C(=O)c3cc(C)c(C)cc3C)nc2n1 (stereo not given),3.8,-3,-4,8,.,-7,3
CCCC(=O)Nc1ccc2c(c1)C(=O)N(C)C[C@@H](OC)[C@@H](C)CN(C(=O)c1ccncc1)[C@H](C)CO2,1.0,-1,-1,6,.,-2,-1
COc1cc(C(=O)NCC(c2ccco2)N2CCOCC2)cc(OC)c1OC (stereo not given),4.8,-6,0,-7,-3,0,-14
CC(C)CC#Cc1cnc2c(c1)C(=O)N([C@@H](C)CO)C[C@H](C)[C@@H](CN(C)C(=O)Nc1ccccc1F)O2,3.5,5,0,0,-19[16.7 µM],7,-3
CC/C=C/C(=O)N1CC2(CC(c3cccc(NC(=O)CC(c4ccccc4)c4ccccc4)c3)=NO2)C[C@@H]1C(N)=O (stereo not given in full),0.9,10,-2,?,-2,.,.
Cc1ccc(CSCC(=O)NCc2ccc3c(c2)OCO3)cc1,-1.1,3,.,-3,.,.,3
COc1cc2c(cc1OC)C(c1cccc(F)c1)CC(=O)N2 (stereo not given),-1.2,0,1,-1,11,-1,1
O=C(COc1ccc2ccc(=O)oc2c1)N1CCN(c2ccc(F)cc2)CC1,1.3,0,-6,0,-3,-3,0
CCN(CC)CCCNC(=O)c1c(O)c2c([nH]c1=O)CCCC2,-1.3,5,4,.,.,-5,-12
C=CCn1c(CCn2c3ccccc3c3ccccc32)n[nH]c1=S,.,6,11,7,1,-5,1

# Reprinted from the part before: four compounds, then new ones.
SMILES,CFTR F508del cor,ERp5 inh,ERAP1 HTS inh,DENV2 CPE,miR122 inh,SIRT5 block,CASP6 VEID inh
COc1cc2c(cc1OC)C(c1cccc(F)c1)CC(=O)N2 (stereo not given),-1.2,0,1,-1,11,-1,1
O=C(COc1ccc2ccc(=O)oc2c1)N1CCN(c2ccc(F)cc2)CC1,1.3,0,-6,0,-3,-3,0
CCN(CC)CCCNC(=O)c1c(O)c2c([nH]c1=O)CCCC2,-1.3,5,4,.,.,-5,-12
C=CCn1c(CCn2c3ccccc3c3ccccc32)n[nH]c1=S,.,6,11,7,1,-5,1
O=S(=O)(NC1CC2CCC1C2)c1ccc(Cl)cc1 (stereo not given),-1.1,8,8,-5,55,-2,1
Clc1cccc2c1C1CC2CCN1Cc1ccccc1 (stereo not given),-0.4,2,-1,-7,.,-3,-1
O=C(C[C@@H]1CC[C@H]2[C@@H](COC[C@@H](O)CN2Cc2cc(F)ccc2F)O1)N1CCc2ccccc2C1,-3.1,2,2,0,-2[16.7 µM],2,2
CC=Cc1ccc2n(c1=O)C[C@@H]1[C@@H](CO)[C@H](C(=O)NC3CCC3)N(CC)[C@H]21 (mixture of isomers),1.4,16,-2,3,-6[16.7 µM],-1,-2
O=C(O)c1ccc2c(c1)C1C=CCC1C(c1cc3c(cc1Br)OCO3)N2 (stereo not given),1.6,0,1,-1,.,1,16
C[C@@H]1CCCCO[C@@H](CN(C)S(=O)(=O)c2cccs2)[C@H](C)CN([C@@H](C)CO)C(=O)c2cc(NS(=O)(=O)c3cn(C)cn3)ccc2O1,2.1,-1,3,-3,1[16.7 µM],-3,3
COc1cc(/C=C2/SC(=S)N(CC(=O)O)C2=O)ccc1OC(=O)c1ccco1,2.2,-1,56*,0,-5,4,11
Cn1ccc2c(-c3cccc(C=O)c3F)cc3c(c21)C1CCC3C1 (stereo not given),4.7,3,-3,4,1,-1,-4
O=C(Cc1ccccc1)N1C[C@@H]2[C@H](c3ccccc31)[C@H](CO)N2C(=O)C1CCCC1,-0.1,6,.,.,8[16.7 µM],-1,.
C[C@H](CO)N1C[C@H](C)[C@@H](CN(C)C(=O)Nc2ccc(F)cc2)Oc2c(NC(=O)c3ccc(-c4nccs4)cc3)cccc2C1=O,0.4,-17,1,-13,4[16.7 µM],5,3
CCCCCOC(=O)Nc1ccc(S(=O)(=O)Nc2cccc([N+](=O)[O-])c2)cc1,1.3,5,3,-4,12,2,0
CC(=O)Nc1ccc(S(=O)(=O)NC2Cc3ccccc3C2)cc1,-0.6,4,0,-9,16,-2,2
CCC(Sc1nc2ncccc2[nH]1)C(=O)NCCc1ccccc1 (stereo not given),-1.0,2,1,2,-3,0,1
O=C(Cn1cnc2ccccc2c1=O)NCCC(=O)Nc1ccc2c(c1)OCO2,6.5,-3,3,-1,.,-1,0
Cc1ccc(-c2cc(C(=O)N3CCOCC3)c3ccccc3n2)o1,1.9,-9,-19,14,0,-20,0
Cc1ccc(S(=O)(=O)Nc2ccc3c(c2)C(=O)N([C@H](C)CO)C[C@H](C)[C@@H](CN(C)S(=O)(=O)c2ccc(Cl)cc2)O3)cc1,3.5,-1,-1,15,.,3,-1
C[C@@H]1CN([C@@H](C)CO)C(=O)c2cc(NC(=O)Nc3ccccc3)ccc2O[C@H]1CN(C)Cc1ccc2c(c1)OCO2,-2.9,2,1,-20,-3[16.7 µM],-2,0
O=C(CSc1cccc(C(F)(F)F)c1)NC(=O)c1ccccc1,-0.3,5,-1,?,.,0,5
COc1ccc(CN2[C@H](CO)[C@H]3c4ccccc4N(C(=O)c4ccccc4)C[C@H]32)cc1,1.6,-2,-2,11,0[16.7 µM],0,-1
COCC(=O)N1[C@@H](CO)[C@H](c2ccc(-c3cccc(OC)c3)cc2)C12CN(C(C)=O)C2,-2.4,-2,-2,31*,.,-7,0
O=C(Nc1c(F)c(F)c(F)c(F)c1F)OC[C@@H]1CSCCS(=O)(=O)N1,-0.3,-3,-1,-9,.,3,-1
Cc1cccc(N(CC(=O)NCCc2ccccc2)C(=O)CCC(=O)Nc2ccccn2)c1C,-3.4,0,-1,14,-2,-4,-1
O=C(/C=C/c1ccc(F)cc1)NC(=S)NC1CCCCC1,2.3,1,3,-4,.,-1,-4
CN(C)C(=O)c1cccc(-c2ccc(C3[C@H]4CNC[C@@H]3N4Cc3cccc(C(F)(F)F)c3)cc2)c1 (stereo not given in full),-1.0&1.7,7&14,-3&-4,-1&-3,.,-6&-6,-7&-2
COc1ccc(/C=N/N2CCOCC2)cc1OCc1ccccc1,-0.6,4,3,-2,-3,3,0
Cc1ccc(C(C)NC(=S)NC2CCCCC2)cc1C (stereo not given),-5.9,-7,-5,3,13,3,-2
CC(C)NC(=O)N1[C@@H]2CN(C)c3ccccc3[C@@H]2[C@@H]1CO,-0.6,0,3,-3,-7[16.7 µM],-1,6
COCC#Cc1ccc2c(c1)O[C@@H](CN(C)S(=O)(=O)c1ccc(F)cc1)[C@H](C)CN([C@@H](C)CO)S2(=O)=O,4.9,5,0,-2,-4[16.7 µM],4,-1
Cc1noc(C)c1S(=O)(=O)Nc1ccc2c(c1)C(=O)N([C@H](C)CO)C[C@H](C)[C@@H](CN(C)S(C)(=O)=O)OCCCC[C@@H](C)O2,1.8,2,-2,10,7[16.7 µM],5,0
Cc1noc(C)c1NC(=O)N(C)C[C@@H]1Oc2ncc(/C=C/c3ccccc3)cc2C(=O)N([C@H](C)CO)C[C@@H]1C,-0.5,5,-2,-7,-3[16.7 µM],-13,-1
CCOc1ccccc1N1CC(C(=O)Nc2c(C)n(C)n(-c3ccccc3)c2=O)CC1=O (stereo not given),3.1,-12,-4,1,.,-4,1

# Assay outcomes (PubChem BioAssay)
